Compound activity (PubChem BioAssay)
HT1080 IDH1KD tx: qHTS for induction of synthetic lethality in tumor cells producing 2HG: qHTS for the HT-1080-IDH1KD cell line; Potency, µM (titrated, usually from 46.1 µM), without a hit: at the top dose activity, negative = toxicity, actives largely listed as cytotoxic; 2% of 360,000 active; AID 686971, 2013; HT-1080 IDH1 knockdown viability, ATP luminescence, 48 h;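 note: potency is the fitted concentration of half-maximal effect; 0% = DMSO wells and -100% = cell-free medium wells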
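Using the IDH1-knockdown HT-1080 line run in the same batch and compound series as the NT line, viability after 48 h at 37 °C was determined by CellTiter-Glo luminescence and expressed as % activity.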
SW480 rereplic: A quantitative high throughput screen for small molecules that induce DNA re-replication in SW480 colon adenocarcinoma cells. SW480 DNA re-replication, Hoechst DNA content imaging, 48 h. Potency, µM (highest dose often 46.1 µM), for the others: at the highest dose re-replication activation, actives largely listed as activators. 1.8% of 340,000 active. AID 624297, 2012; note: potency is the fitted concentration of half-maximal effect; % of control where 0% means no effect; nearly all actives have a fitted effect of over 55% in size
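SW480 cells exposed to compounds for 48 hr at 37 C, 5% CO2, then Hoechst-stained 40 min. Nuclear DNA content imaged by fluorescence scanning (405 nm excitation, 500-530 nm emission); re-replication scored as increased high-intensity nuclei.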
HT1080NT lethal: qHTS for induction of synthetic lethality in tumor cells producing 2HG: qHTS for the HT-1080-NT fibrosarcoma cell line; 1.6% of 360,000 active; HT-1080-NT fibrosarcoma viability, CellTiter-Glo ATP luminescence, 48 h; Potency, µM (doses to about 46.1 µM), without a hit: top-dose activity, negative = less viability, actives largely listed as cytotoxic;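 note: NT is the 2HG producing partner of a matched IDH1 knockdown line; potency is the fitted concentration of half-maximal effect; 0% = DMSO-treated cells and -100% = media-only wells without cells; nearly all actives have a fitted effect of over 55% in size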
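A 48-hour cytotoxicity screen used HT-1080-NT cells plated 2 hours before compound delivery. ATP-based CellTiter-Glo luminescence measured viability, normalized to DMSO and no-cell controls.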
DRD3 agonist: qHTS of D3 Dopamine Receptor Agonist: qHTS; max activation, %; 0.58% of 410,000 active; D3R DiscoveRx beta-arrestin cells, luminescence, 90 min; D(3) dopamine receptor (Homo sapiens), P35462; in the data active = max activation above about 30%; note: 0% is about no effect; mostly tested at two doses, the higher about 12 µM
Target sequence (P35462 whole entry, looked up): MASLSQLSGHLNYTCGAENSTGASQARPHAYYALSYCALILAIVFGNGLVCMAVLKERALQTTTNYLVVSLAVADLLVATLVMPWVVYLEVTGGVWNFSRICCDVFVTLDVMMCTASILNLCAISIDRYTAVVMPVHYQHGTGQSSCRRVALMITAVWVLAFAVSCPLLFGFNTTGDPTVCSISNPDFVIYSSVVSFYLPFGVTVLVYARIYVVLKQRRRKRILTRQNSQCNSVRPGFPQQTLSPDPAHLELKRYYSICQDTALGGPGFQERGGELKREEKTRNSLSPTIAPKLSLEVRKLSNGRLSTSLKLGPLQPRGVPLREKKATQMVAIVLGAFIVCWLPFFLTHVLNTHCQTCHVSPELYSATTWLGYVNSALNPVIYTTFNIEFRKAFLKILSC
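Agonist mode: compounds and dopamine controls were applied to plated cells for 90 min at 37 degrees C after an overnight attachment at 1500 cells/well. Luminescent read-out followed 30 - 60 minutes at room temperature with DiscoveRx detection reagent.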
KB-V1 cytotox: qHTS assay for MDR1-selective chemotherapeutics: Primary screen using the drug-selected MDR subline cells KB-V1; KB-V1 MDR cells viability, CellTiter-Glo, 72 h; Potency, µM (doses to about 46.1 µM), without a hit: top-dose activity change, negative = cytotoxicity, hits mostly cytotoxic; 3.4% of 400,000 active; AID 1347076, 2019; note: potency is the fitted concentration of half-maximal effect; % is set by controls: 0 for no effect and ±100 for the full control effect; nearly all actives have a fitted effect of over 60% in size
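Following 72 h at 37 degrees C with compound, KB-V1 cell viability was read by CellTiter-Glo luminescence, medium being phenol-red-free DMEM plus 10% FBS; concentration-response parameters came from normalized, curve-fitted qHTS data.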
IL1B secr inh: qHTS for Inhibitors of Inflammasome Signaling: IL-1-beta AlphaLISA Primary Screen. THP-1 LPS/ATP IL-1B secretion, AlphaLISA, 16 h; stronger effect = lower value. activity change, % at 57.5 µM. 4.7% of 360,000 active; in the data active = activity change below about -50%; inconclusive = mostly about -30% to -49%; note: % is set by controls: 0 for no effect and ±100 for the full control effect
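THP-1 cells pretreated 1 hr with compounds (up to 57.5 uM final), then stimulated with LPS (250 ng/mL final) plus ATP (1.25 mM final); secreted IL-1B measured by AlphaLISA after 16 hr, decreased signal indicating inhibition.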
KB-3-1 cytotox: qHTS assay for MDR1-selective chemotherapeutics: Primary screen using the parental adenocarcinoma cell KB-3-1; 1.4% of 400,000 active; Potency, µM (top dose mostly 46.1 µM), for inactives: top-dose activity change, negative = cytotoxic, usual class: cytotoxic; KB-3-1 viability, CellTiter-Glo ATP luminescence, 72 h; note: potency is the fitted concentration of half-maximal effect; % is set by controls: 0 for no effect and ±100 for the full control effect; nearly all actives have a fitted effect of over 60% in size
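Cytotoxicity measured as CellTiter-Glo luminescence after 72 h at 37 C. Compound titrations were pinned onto drug-naive KB-3-1 parental adenocarcinoma cells grown in DMEM with 10% FBS, and normalized data fitted to concentration-response curves.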
MCF10A rereplic: A quantitative high throughput screen for small molecules that induce DNA re-replication in MCF 10a normal breast cells. MCF 10A DNA re-replication, Hoechst nuclear intensity, 48 h. Potency, µM (titrated, usually from 46.1 µM), without a hit: top-dose activity, positive = re-replication, usual class: activators. 2.9% of 350,000 active; note: potency is the fitted concentration of half-maximal effect; % of control where 0% means no effect; nearly all actives have a fitted effect of over 50% in size
HEK293 tox: qHTS of GLP-1 Receptor Inverse Agonists: Cytotox Screen | 0.13% of 410,000 active | HEK293 cAMP-luciferase reporter cells, luminescence, 24 h | AID 624418, 2012 | Potency, µM (titrated, usually from 38.3 µM), for inactives: at the highest dose activity change, negative = inhibition, most hits filed as inhibitors;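 note: loss of luciferase light is scored as toxicity; potency is the fitted concentration of half-maximal effect; % is set by controls: 0 for no effect and ±100 for the full control effect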
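Seeding density was 200 cells/uL; after overnight-length (12 h) culture, 23 nL compounds went on for 24 h at 37 °C. Readout used a luciferase detection reagent, luminescence taken after 12 min at room temperature.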
The depositor's hits bear a star; i = inactive; ? = inconclusive; / = not tested or not shown; [ ] = remark or other dose. Unless noted, calls come from the whole dose curve; as a rule, active = well fitted curve in the direction sought with a large enough effect; inconclusive = small, poorly fitted or top-dose-only effect, or another doubt; inactive = no such curve, though single readings can be large; an effect the other way counts as inactive or inconclusive.

Sequence of screens – KB-V1 cytotox, DRD3 agonist, HEK293 tox, IL1B secr inh, SW480 rereplic, KB-3-1 cytotox, HT1080NT lethal, HT1080 IDH1KD tx, MCF10A rereplic
1. COc1ccccc1NC(=O)CN1CCC(c2nc3ccc(C)cc3[nH]2)CC1
 : -7%, -8, -13%, 4, -4%, 8%, -5%, 6%, -50%[inhibitor]
2. O=C1CN(C(=O)COC(=O)CCNS(=O)(=O)c2ccc(Cl)cc2)c2ccccc2N1
 : -6%, 3, -2%, -2, -2%, -6%, 13%, 13%, -1%
3. CCCCc1c(C)nc(N2CCCC2)[nH]c1=O
 : 3%, 6, 1%, 8, -17%, 4%, 15%, 11%, -4%
4. CCC(=O)c1ccc(OCC(O)CNCCc2ccc(Cl)cc2)cc1 (stereo unspecified)
 : -13%, -5, ?, ?, -12%, -9%, ?, -18%, 3%
5. CC1CCN(C(=O)C2CCC(CNc3c(N4CCCCC4)c(=O)c3=O)CC2)CC1 (stereo unspecified)
 : 1%, -2, -3%, 8, -14%, 14%, 0%, 0%, 1%
6. O=C(CCN=C1NS(=O)(=O)c2ccccc21)OCC(=O)c1ccc(F)cc1
 : 13%, -3, -1%, 21, ?, 21%, -3%, 3%, ?
7. O=C(NNC(=O)c1cc(-c2ccc(Cl)cc2)nc2ccccc12)c1csc(N2CCOCC2)n1
 : -26%, 0, -13%, -15, -341%[inhibitor], -18%, -25%, -23%, ?
8. COc1ccc(/C=C2\SC(=S)N(CC(=O)N(C)C3CCS(=O)(=O)C3)C2=O)cc1 (stereo unspecified)
 : 0%, 6, ?, ?, ?, 0%, -3%, 16%, 21µM*
9. Cc1ccc(NC(=O)C2CCCN(c3ncnc4onc(-c5ccc(F)cc5)c34)C2)c(Cl)c1 (stereo unspecified)
 : 4%, 5, 0%, /, /, 1%, /, /, /
10. COCCCNC(=S)NC1CCCCC1
 : ?, -6, -4%, i, -1%, ?, -3%, -8%, -3%
11. COC(=O)CNC(=O)c1c(-c2ccccc2Cl)noc1C
 : 0%, -3, 6%, 2, 14%, -3%, -5%, 1%, ?
12. CC(c1ccccc1F)n1cc(C(=O)NCCc2ccco2)nn1 (stereo unspecified)
 : ?, 3, ?, ?, ?, ?, -22%, -9%, ?
13. Cc1ccc(C(=O)Cn2cnc3ccccc3c2=O)cc1C
 : 2%, -3, 7%, -3, -2%[9.22 µM], -1%, 1%, -1%, 1%
14. COc1ccc([C@@H]2C[C@H]3[C@@H](CN2S(=O)(=O)c2ccccc2)C(=O)C[C@@H](c2ccccc2)N3S(=O)(=O)c2ccc(C)cc2)cc1
 : -16%, -5, 2%, -10, /, -1%, -7%, -5%, /
15. O=C(O)c1c(Cl)cccc1Nc1ccccc1
 : 18%, -1, -4%, -3, ?, -6%, -5%, -3%, ?
16. CCCS(=O)(=O)N1CCCC(C(=O)NCc2ccc3c(c2)OCO3)C1 (stereo unspecified)
 : 7%, 0, 10%, -1, 1%, 5%, 18%, 7%, 4%
17. Cc1ccc(C)c(CN2CCC(CNC(=O)Cn3ncc4c([nH]c5ccccc54)c3=O)CC2)c1
 : ?, -4, -2%, /, /, 10%, /, /, /
18. CCOC(=O)c1ccc2nc(C(F)(F)F)[nH]c(=O)c2c1
 : -16%, -4, 26%, 0, -3%, -2%, -1%, -2%, 16%
19. Cn1c(=O)[nH]c(=O)c2c1nc(NCCCO)n2CCCc1ccccc1
 : -4%, 2, 9%, 55, ?, -11%, 8%, 3%, ?
20. CCn1c(-c2cccc(S(=O)(=O)N3CCCC3)c2)n[nH]c1=S
 : ?, -7, 1%, 22, -29%, 22%, 20%, 8%, 1%

Next section.
Sequence of screens – KB-V1 cytotox, DRD3 agonist, HEK293 tox, IL1B secr inh, SW480 rereplic, KB-3-1 cytotox, HT1080NT lethal, HT1080 IDH1KD tx, MCF10A rereplic
21. Cn1c(-c2ccccc2)cnc1NCc1cccc([N+](=O)[O-])c1
 : 5%, -11, 1%, ?, 0%, 6%, 9%, 7%, 2%
22. O=C(CCc1nc2ccccc2c(=O)[nH]1)NCCN1C(=O)S/C(=C\c2ccc(Cl)cc2Cl)C1=O
 : -39%, 6, -6%, 17, -1%, -18%, -29%, ?, 19%
23. COc1ccccc1OCCCOc1ccc(C)cc1Br
 : -13%, 2, 2%, 2, -2%, 20%, 18%, 4%, ?
24. O=S1(=O)CC(N2CCCCC2)CN1Cc1cn(Cc2cccc(Cl)c2)nn1 (stereo unspecified)
 : 14%, 5, 5%, 7, /, 17%, 26%, ?, /
25. Cc1cccc(/C=C2\Sc3ccc(C(=O)N4CCOCC4)cc3N(C)C2=O)c1
 : -17%, -4, -5%, -9, 7%, -2%, -3%, -23%, 0%
26. O=C(Nc1ccc(NC(=O)C2CC2)cc1)c1ccco1
 : -7%, -12, 12%, -15, 2%, 6%, -15%, -5%, -37%[inhibitor]
27. CCOC(=O)[C@]12CCC=C1N(Cc1ccc3c(c1)OCO3)C(=O)[C@H](CC(=O)N1CCCCC1)C2
 : -29%, -7, 6%, -1, /, 7%, 1%, 9%, /
28. Cc1ccc(-n2nc(-c3ccc(N)cc3)cc2N)cc1
 : -4%, -6, -4%, ?, 0%, -3%, -10%, -5%, -1%
29. OCCNc1nc2ccccc2n1CCN1CCCCC1
 : 8%, 5, 3%, -7, -6%, 1%, 3%, 21%, 0%
30. O=C(NC1CCCCC1)C(c1cc2ccccc2o1)n1c(=O)c(-c2ccco2)nc2ccccc21 (stereo unspecified)
 : 1%, -3, 8%, -2, /, 8%, -12%, -17%, /
31. O=C(COc1cccc(NC(=O)c2cccc([N+](=O)[O-])c2)c1)c1ccc(Br)cc1
 : -3%, -3, -19%, -72*, -2%, 0%, -16%, ?, 28%
32. Cc1c(CN(C)Cc2cn(C)nc2-c2ccccc2F)[nH]c2ccccc12
 : 0%, -17, 14%, ?, ?, -6%, ?, ?, 18µM*
33. COc1ccc(CCNC(=O)CCCn2c(=O)c3ccccc3n(CC(=O)Nc3ccc(C)cc3Cl)c2=O)cc1OC
 : -2%, 5, -34%, /, /, 0%, /, /, /
34. COc1ccc(C(=O)NC2CCCCCC2)cc1S(=O)(=O)Nc1ccc(Br)cc1
 : 12%, -3, -7%, 17, -4%, -10%, ?, ?, 0%
35. COc1ccc(NC(=O)C2CCN(S(=O)(=O)c3ccc4[nH]c(=O)ccc4c3)CC2)cc1Cl
 : -10%, 2, 3%, /, /, 9%, /, /, /
36. CC(C)c1onc(C(=O)NCc2ccccn2)c1[N+](=O)[O-]
 : -3%, -4, -4%, 13, -3%, -1%, -1%, -4%, 2%
37. COc1ccccc1NC(=O)c1cc(Cl)nc2ccccc12
 : -18%, 5, -10%, 46, -7%, 1%, -12%, -2%, 11%
38. Cc1cc(N2C(=O)C(=O)/C(=C(/O)c3ccc(F)cc3)C2c2cccc(Br)c2)no1 (stereo unspecified)
 : 4%, -1, -19%, 0, -17%[9.22 µM], -2%, -21%, -1%, 6%
39. CSc1ccc(/C=C/C(=O)OCC(=O)N2CCc3ccccc32)cc1
 : -2%, 1, 2%, 21, -9%, 4%, 9%, 6%, -7%
40. O=C1OCCN1C(=O)[C@H]1[C@H](c2ccc(F)cc2)C(c2cccc(Cl)c2)=NN1c1ccc(Br)cc1
 : -18%, 0, 397%[activator], -4, 1.3µM*, ?, -12%, ?, ?

Other records
Sequence of screens – KB-V1 cytotox, DRD3 agonist, HEK293 tox, IL1B secr inh, SW480 rereplic, KB-3-1 cytotox, HT1080NT lethal, HT1080 IDH1KD tx, MCF10A rereplic
41. CC(=O)c1ccccc1NC(=O)c1ccc(OCc2c(C)noc2C)cc1
 : 0%, 17, 1%, -66*, 1%, -1%, -9%, -3%, 16%
42. O=c1cc(-c2ccc(O)c(O)c2)oc2c1ccc1ccccc12
 : -6%, 11, -20%, 0, ?, -20%, 12%[9.24 µM], -18%, ?
43. Cc1[nH]c2ccccc2c1C(=O)C(=O)N1CCN(c2ccccc2Cl)CC1
 : 4%, 10, -2%, -76*, -12%, -15%, 0%, ?, ?
44. CCc1ccccc1NC(=O)C1=C(C)C(=O)OC12CCCCCC2
 : 3%, 3, -1%, /, /, 4%, /, /, /
45. O=C(COc1ccc(Cl)cc1)NCc1cn2cc(Cl)ccc2n1
 : -29%, -4, -6%, -8, 4%, 15%, -11%, -16%, ?
46. CC1Sc2ccc(S(=O)(=O)CCC(=O)Nc3ccc(C(C)C)cc3)cc2NC1=O (stereo unspecified)
 : 13%, 0, -11%, 94, 6%, -5%, -5%, -16%, ?
